SUMO1 PPI mod: SUMO1-SIM interaction modulation; P63165; SUMO1 binding to a labelled peptide, TR-FRET, 1 h; inhibition, % at 20 µM; 0.33% of 360,000 active; AID 602429; in the data active = inhibition above about 37%
MsrA inhibitor: inhibitors of bovine MsrA. 0.75% of 360,000 active. AID 651718. purified bovine MsrA, absorbance read-out. inhibition, % at 15.5 µM; in the data active = inhibition above about 4.5%;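 note: 0% = vehicle wells with enzyme and 100% = reference inhibitor wells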
STEP inh: inhibitors of human striatal-enriched phosphatase STEP; P54829; recombinant STEP, OMFP fluorogenic substrate, fluorescence; inhibition, % at 20 µM; 0.25% of 360,000 active;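 active = inhibition at 20 µM, scaled per plate between control wells, above about 37%, limit read from the data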;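 note: 0% = DMSO with enzyme and substrate and 100% = substrate only without enzyme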
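System: isolated STEP enzyme; schedule: 20 min enzyme reaction at room temperature, protected from light; medium: Bis-Tris buffer pH 6.0, 2.5 mM DTT, 0.005% Tween 20; signal: fluorescence, 480/540 nm; dosing: single compound dose of 20 µM, 1% DMSO final; also added: OMFP substrate, 25 µM final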
Tb MetRS inh: blocks T. brucei methionyl-tRNA synthetase activity | purified T. brucei MetRS, ATP depletion, Kinase-Glo luminescence | inhibition, % at 11.9 µM | 0.4% of 360,000 active | AID 624268;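 active = inhibition above a per-plate cutoff of the control wells' mean inhibition plus 3 SD, cut at about 5.5% in these data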;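 note: 0% = DMSO wells median and 100% = median of wells with control inhibitor compound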
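Material: parasite MetRS enzyme / Replication: singlicate, one well per compound / Signal: luminescence of leftover ATP / Schedule: 2 h aminoacylation at 25 °C after 15 min preincubation / Medium: HEPES-MgCl2-KCl buffer plus DTT, spermine, BSA, pyrophosphatase / Doses: 11.9 µM single point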
CSN inh: inhibitors of human CSN-mediated cullin deneddylation | inhibition, % at 12.5 µM | AID 651999 | Purified CSN, SCF-Nedd8-OG deneddylation, fluorescence polarization | 0.38% of 360,000 active;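 active = pattern-corrected inhibition above about 35%, with an unprinted fluorescence ratio check between 0.5 and 1.5, limit read from the data, passing the limit was not always enough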;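 note: 0% = enzyme with substrate and 100% = substrate without enzyme; some results filed as inactive read as strong as hits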
Target sequence (Q92905 whole entry, looked up, one chain of several): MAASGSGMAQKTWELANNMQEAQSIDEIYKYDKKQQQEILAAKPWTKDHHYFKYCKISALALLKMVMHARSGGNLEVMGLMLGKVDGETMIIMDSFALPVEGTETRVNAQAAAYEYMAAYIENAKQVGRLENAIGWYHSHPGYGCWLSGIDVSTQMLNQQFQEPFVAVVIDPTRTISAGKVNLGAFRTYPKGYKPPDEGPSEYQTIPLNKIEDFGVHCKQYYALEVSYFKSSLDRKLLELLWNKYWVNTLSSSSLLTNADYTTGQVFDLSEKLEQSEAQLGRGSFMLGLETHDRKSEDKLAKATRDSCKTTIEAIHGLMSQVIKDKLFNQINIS
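Assay system: purified human Csn5 enzyme expressed in HEK293T cells; Input: 0.24 nM Csn5 enzyme, final concentration; Reagent: 10 nM SCFSkp2-Nedd8OG; Compound dosing: 12.5 µM single point; Times: reaction 90 min, room temperature; Technique: fluorescence polarization readout.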
LMPTP block: LMPTP (human) inhibition | P24666 | recombinant LMPTP-A, OMFP fluorogenic substrate, fluorescence intensity | inhibition, % at 20 µM | 0.22% of 360,000 active;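 active = compounds that cut the enzyme signal by at least half of the control window in the single-dose screen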;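 note: plate controls were DMSO wells with enzyme plus substrate for no effect and substrate without enzyme for full effect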
Target sequence (P24666 whole entry, looked up): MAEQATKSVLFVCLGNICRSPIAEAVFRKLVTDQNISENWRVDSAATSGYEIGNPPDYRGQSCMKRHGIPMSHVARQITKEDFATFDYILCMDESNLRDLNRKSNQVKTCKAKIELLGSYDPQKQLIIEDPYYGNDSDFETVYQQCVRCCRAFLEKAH
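test system = LMPTP-A | amount = 0.625 nM LMPTP-A final | reagent = fluorogenic phosphatase substrate OMFP at 400 µM final | incubation = 50 min at room temperature | benchmarks = no-enzyme low control, uninhibited high control | medium = Bis-Tris pH 6.0, DTT, detergent | signal = fluorescence intensity of OMFP turnover product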
Rpn11 inh: blocks the human proteasome subunit Rpn11. human 26S proteasome, Ub4-pepOG fluorescence polarization; 20S core pre-blocked with epoxomicin. calls only at 20 µM. 0.59% of 360,000 active;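 active = inhibition at 20 µM, scaled to each plate's controls, above about 33%, limit read from the data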
Target sequence (O00487 whole entry, looked up): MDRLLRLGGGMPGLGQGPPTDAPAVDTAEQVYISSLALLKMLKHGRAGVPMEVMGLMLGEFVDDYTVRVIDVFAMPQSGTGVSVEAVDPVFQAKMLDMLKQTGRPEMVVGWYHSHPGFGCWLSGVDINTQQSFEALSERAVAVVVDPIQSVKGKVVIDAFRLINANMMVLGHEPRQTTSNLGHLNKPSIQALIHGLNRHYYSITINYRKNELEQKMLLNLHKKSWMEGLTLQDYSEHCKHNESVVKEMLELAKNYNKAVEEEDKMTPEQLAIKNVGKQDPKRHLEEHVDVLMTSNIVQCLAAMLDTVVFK
Scp-1 inhibitor: inhibitors of human Scp-1 phosphatase; inhibition, % at 20 µM; Recombinant Scp1, phosphopeptide, malachite green phosphate absorbance; 0.88% of 340,000 active; AID 493091; Q9GZU7;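 active = inhibition above about 50% at 20 µM, limit read from the data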;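 note: plate controls were DMSO wells with enzyme for no effect and wells lacking enzyme for full effect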
Target sequence (Q9GZU7 76-261 limits assumed): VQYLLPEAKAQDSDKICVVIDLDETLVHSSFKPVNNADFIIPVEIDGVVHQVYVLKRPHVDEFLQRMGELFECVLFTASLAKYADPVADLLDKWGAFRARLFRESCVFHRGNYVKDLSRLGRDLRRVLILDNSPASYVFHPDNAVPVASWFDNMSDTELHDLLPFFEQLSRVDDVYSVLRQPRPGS
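Times: enzyme reaction 45 min at room temperature, colour 5 min, stabilisation 30 min. Material: SCP-1 catalytic fragment, aa 76-261. Medium: Acidic Tris acetate buffer with magnesium and detergent. Signal: colorimetric free-phosphate detection, absorbance 630 nm. Read-out basis: % inhibition of SCP-1 phosphate liberation. Reagent: Phosphorylated 17-residue peptide substrate.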
NadD block: blocks S. aureus nicotinate mononucleotide adenylyltransferase. purified NadD enzyme, colorimetric absorbance read-out. inhibition, % at 20 µM. 0.78% of 360,000 active. AID 602399; in the data active = inhibition above about 26%; note: some compounds past the cut are filed as inactive
DNMT1 block: blocks human DNA methyltransferase DNMT1 | DNMT1 molecular beacon, Hinp1I cleavage, fluorescence | P26358 | 0.83% of 360,000 active | inhibition (reported as % activation of signal), % at 10 µM | AID 588458; in the data active = inhibition above about 50%
An asterisk follows results filed as active; i = inactive; . = no result given.

SUMO1 PPI mod	MsrA inhibitor	STEP inh	Tb MetRS inh	CSN inh	LMPTP block	Rpn11 inh	Scp-1 inhibitor	NadD block	DNMT1 block	molecule
0	-0.3	-2	-0.4	3	0.7	i	-3	-2	-1	O=C(Cc1ccccc1)N[C@@H](Cc1ccccc1)c1nc2ccccc2[nH]1
-1	0.5	0	-0.4	-1	0.7	i	-7	-9	0	Cc1ccc(CNC(=O)C2CCC(=O)N(CC3CCCCC3)C2)o1 (configuration not stated)
-9	3.8	-2	-0.4	3	1.3	i	-9	-5	-2	N#Cc1cc(-c2ccccc2)nc(Oc2ccccc2)n1
0	-0.8	4	0.2	2	1.4	i	1	3	1	O=S(=O)(c1ccc(-c2ccccc2)cc1)N1CCOCC1
1	0.1	2	-1.0	6	-0.6	i	-8	3	17	CC(C)CC(=O)N1CCN(Cc2ccc3c(c2)OCO3)CC1
0	1.3	1	-1.3	3	0.7	i	-1	2	3	COc1cc(NC(=O)[C@@H](NC(=O)N2CCn3c2nc2ccccc23)C(C)C)cc(OC)c1
1	-0.3	0	-0.5	29	-1.2	i	1	5	0	CC1(C)C2CC=C(/C=N/n3cnnc3)C1C2 (configuration not stated)
7	0.6	5	0.6	-6	-0.4	i	-17	5	-16	CCOC(=O)N1CCC(=NNC(=O)c2cc3ccccc3cc2O)CC1
3	-0.1	-2	-0.1	4	-1.6	i	-10	2	0	Cc1ccc(Cl)cc1N(CC(=O)NC1CCCC1)C(=O)c1csnn1
-27	2.4	-2	-0.5	-1	0.0	i	2	2	11	CNc1ncnc(NC)c1[N+](=O)[O-]
3	1.1	-2	-0.6	-2	-1.7	i	-6	7	17	Cc1ccc(S(=O)(=O)N2CCN(C(=O)CSc3nc4ccccc4c(=O)[nH]3)CC2)cc1
1	0.0	-3	-0.1	-1	-1.3	i	-7	2	3	O=C(c1ccccc1)c1cccc(NC(=O)C2CC2)c1
-10	-0.5	0	0.5	6	0.4	i	-1	-1	1	O=C(CSc1nnc2c(n1)[nH]c1ccc(F)cc12)NC1CC1
0	0.9	1	-0.6	0	3.4	i	-2	-1	4	Cc1ccc(N2CCN(C(=O)c3cn(CC4CCCCC4)nn3)C(C)C2)cc1 (configuration not stated)
2	-0.1	-1	0.1	-3	-1.7	i	41	-1	-1	CCCCc1c(C)[nH]c(=S)[nH]c1=O
5	1.5	0	-0.9	-5	1.2	i	0	-3	1	COc1ccc(CNC(=O)c2ccc(CN3CCOCC3)cc2)cc1
-1	-0.6	1	0.0	0	-1.4	i	-8	-2	1	CCCn1c(SCC(=O)NC(C)C)nc2sc3c(c2c1=O)CCC3
0	0.4	-2	-0.9	0	-0.2	i	1	-9	-1	CCC1CCC(N2CCN(c3ccc(F)cc3)CC2)CC1 (configuration not stated)
-19	-0.6	-2	0.0	1	1.3	i	7	19	-1	Cc1ccccc1C(=O)N=c1ccn(-c2nc3ccccc3nc2NS(=O)(=O)c2ccccc2)cc1
-15	1.9	1	-0.3	4	1.3	i	-10	0	-7	COc1ccc(-n2nc(C(=O)NCC(=O)Nc3cc(Cl)c(OC)cc3OC)c3ccccc3c2=O)cc1
-11	1.5	-6	-1.5	-2	2.6	i	1	2	-3	CCOC(=O)c1sc(-c2ccc(OC)cc2)cc1N
-1	-0.9	0	-0.3	4	2.5	i	-7	7	1	CC(=O)N1CCc2cc(S(=O)(=O)NCCC(=O)NC3CCN(Cc4ccccc4)CC3)ccc21
-3	2.2	-1	-0.8	-4	-6.1	i	-9	5	0	CN(C)CCN1C(=O)C(=O)/C(=C(/O)c2ccccc2)C1c1ccccc1F (configuration not stated)
-18	-0.6	0	0.1	0	-1.1	i	0	-1	-4	CCOP(=O)(c1ccccc1)C(O)c1ccc([N+](=O)[O-])cc1 (configuration not stated)
0	2.2	0	-0.4	6	-0.3	i	-5	0	0	COc1ccc(CCNC(=O)CCC(=O)NC2CCCCC2)cc1OC

The results go on:
SUMO1 PPI mod	MsrA inhibitor	STEP inh	Tb MetRS inh	CSN inh	LMPTP block	Rpn11 inh	Scp-1 inhibitor	NadD block	DNMT1 block	molecule
-12	-0.5	-1	0.1	1	-0.6	i	-7	3	-1	CCNc1[nH]c(=O)n(C)c(=O)c1N=O
1	0.3	2	-0.3	-4	-0.5	i	2	-1	4	Cc1ccc(-c2cc(=O)c3ccc(Cl)cc3[nH]2)cc1
-87	2.0	5	-0.7	1	53*	i	7	-1	25	CN(C)c1ccc(C=c2c3ccccc3n3c2c2c([n+]3C)CCCC2)cc1
0	-0.1	2	-0.5	10	1.0	i	-3	-4	37	Cc1ccc(Cl)cc1NC(=O)c1ccccc1OCC(=O)Nc1ccc(Cl)cc1
-24	0.6	-1	0.3	1	0.5	i	6	-5	1	Cc1ccc([N+](=O)[O-])cc1S(=O)(=O)NCCc1cn2ccccc2n1
3	-0.6	-4	-0.6	-3	-1.1	i	-5	2	0	CCN(CC)C(=O)Cn1c(=O)n(C)c2ccccc21
1	-1.7	-1	-0.1	-1	-0.6	i	1	-2	2	Cc1c(C)c2c(c(C)c1O)CCC(C)(C(=O)O)O2 (configuration not stated)
2	-1.0	-1	-0.1	0	0.6	i	-5	-8	-1	COc1ccc(CCNC(=O)C(=O)NCC2OCCCN2S(=O)(=O)c2cc(C)ccc2C)cc1 (configuration not stated)
15	0.1	4	-0.2	-5	1.9	i	-1	-4	-6	CC(=O)Nc1ccc(Nc2ccc3c4c(cc(=O)n3C)-c3ccccc3C(=O)c24)cc1
1	0.4	1	-0.4	-6	-2.2	i	5	-6	3	COc1cccc(C(=O)N2CCN(Cc3ccccn3)CC2)c1
4	-0.2	1	0.0	1	1.1	i	-8	9	-1	CN(Cc1ccccc1)C(=O)c1ccc(NC(=O)Cc2ccc(NC(=O)C3CCCN(C(=O)C4CC4)C3)cc2)cc1 (configuration not stated)
-2	0.3	0	-0.1	1	5.5	i	-8	7	-12	O=C(c1cc2ccccc2cc1O)N1CCN(c2ccccc2O)CC1
4	-0.9	1	-0.7	-3	-2.2	i	-18	-5	-2	Cc1nc(-c2cccc(N)c2)cs1
0	-0.8	2	-1.2	-6	-2.4	i	2	-3	1	COc1ccc(CCNC(=O)CN2CCC(C)CC2)cc1OC
-3	0.0	0	0.2	-3	-1.3	i	-8	2	6	O=C(NCc1cccs1)C1CCCN(C(=O)Nc2ccccc2)C1 (configuration not stated)
-22	1.4	0	-0.3	2	0.2	i	8	7	-8	C=CCn1c(=O)/c(=C/c2ccc(Cl)cc2)s/c1=C(\C#N)c1nnc2n1CCCCC2
4	-1.0	0	-0.5	1	-0.7	i	-7	-8	9	COCCCn1c(=O)c2ccccc2n(Cc2ccccc2)c1=O
1	-1.2	-2	-0.3	6	-0.1	i	3	-3	3	COc1ccc(C2C(C(=O)NCCN3CCOCC3)c3ccccc3C(=O)N2C)cc1OC (configuration not stated)
4	-0.2	0	0.7	2	1.9	i	0	-3	4	CCNc1nc(NC#N)nc(SCC(=O)OCC)n1
0	-0.2	-2	-1.0	-6	-0.4	i	.	-6	6	O=S1(=O)CC(N2CCCCC2)CN1CCc1ccccc1 (configuration not stated)
7	-0.1	2	-0.7	-3	2.0	i	-10	-8	0	Cc1cc2c(cc1C)C(c1ccccc1OC(C)C)CC(=O)N2 (configuration not stated)
0	1.2	1	-1.4	-4	1.3	i	-3	-10	-2	COc1cc(Br)c(C(C)NC(=O)c2cccc(Br)c2)cc1OC (configuration not stated)
-12	0.1	-6	-0.7	30	-0.3	.	-2	8	-1	C=CCNc1sc(C(=O)c2ccc(Br)s2)c(N)c1C#N
0	0.0	-1	0.5	-2	0.5	i	-1	0	4	Cc1ccc(C2NC(c3ccc(C)cc3)C(C)C(=NO)C2C)cc1 (configuration not stated)
1	0.1	-1	-0.2	0	1.1	i	-6	4	-2	COc1ccc(NC(=O)C2CCCN(S(=O)(=O)c3ccc4c(c3)CC(C)N4C(C)=O)C2)cc1 (configuration not stated)

Looked up by compound from the list above (6):
SUMO1 PPI mod	MsrA inhibitor	STEP inh	Tb MetRS inh	CSN inh	LMPTP block	Rpn11 inh	Scp-1 inhibitor	NadD block	DNMT1 block	molecule
0	1.2	1	-1.4	-4	1.3	i	-3	-10	-2	COc1cc(Br)c(C(C)NC(=O)c2cccc(Br)c2)cc1OC (configuration not stated)
-3	0.0	0	0.2	-3	-1.3	i	-8	2	6	O=C(NCc1cccs1)C1CCCN(C(=O)Nc2ccccc2)C1 (configuration not stated)
1	-1.7	-1	-0.1	-1	-0.6	i	1	-2	2	Cc1c(C)c2c(c(C)c1O)CCC(C)(C(=O)O)O2 (configuration not stated)
-22	1.4	0	-0.3	2	0.2	i	8	7	-8	C=CCn1c(=O)/c(=C/c2ccc(Cl)cc2)s/c1=C(\C#N)c1nnc2n1CCCCC2
0	-0.8	2	-1.2	-6	-2.4	i	2	-3	1	COc1ccc(CCNC(=O)CN2CCC(C)CC2)cc1OC
-12	0.1	-6	-0.7	30	-0.3	.	-2	8	-1	C=CCNc1sc(C(=O)c2ccc(Br)s2)c(N)c1C#N

Additional results:
SUMO1 PPI mod	MsrA inhibitor	STEP inh	Tb MetRS inh	CSN inh	LMPTP block	Rpn11 inh	Scp-1 inhibitor	NadD block	DNMT1 block	molecule
4	0.2	0	-1.2	3	0.3	i	25	1	3	Cc1ccccc1C(=O)Nc1nnc(S(=O)(=O)N2CCCCCC2)s1
2	0.2	-3	-0.9	-2	2.3	i	-8	-10	2	O=C(CCC(=O)N1CCOc2ccccc21)NCc1cccnc1
-16	-0.8	0	0.3	2	-4.0	i	-2	-2	-7	COc1ccc(N2Cc3ccccc3C2=NC(=O)c2cccc([N+](=O)[O-])c2)cc1
-1	-0.4	-4	-0.1	-5	2.3	i	.	-2	7	CCN(CC)C(=O)c1cccc(-c2csc(C(O)(c3ccccc3)C(F)(F)F)n2)c1 (configuration not stated)
-13	2.7	-1	-0.4	-2	-2.4	i	-3	-3	5	O=C(COC(=O)/C=C/c1ccc2c(c1)OCO2)NC1CC1
0	1.4	2	0.1	-10	-0.3	i	7	9	-4	COc1ccc(N(CC(=O)Nc2ccccc2C(=O)O)S(=O)(=O)c2ccc(C)c([N+](=O)[O-])c2)cc1
0	0.6	0	0.5	1	-1.3	i	0	-4	-4	CC(Sc1ccccn1)C(=O)Nc1ccccc1 (configuration not stated)
-1	-1.1	-2	0.0	-11	-1.3	i	-4	-1	-14	CCC1=NN(S(=O)(=O)c2ccc(C)cc2)C(O)(C(F)(F)F)C1 (configuration not stated)

From PubChem BioAssay
